# Source: PubChem (several laboratories)
# phage Ecoli inh – E. coli growth loss with phage present. growth absorbance. inhibition, % at 11.9 µM. 0.26% of 360,000 active. AID 651602; in the data active = inhibition above about 11%
# SR-BI uptake up – activators of SR-BI mediated HDL lipid uptake. CHO ldlA[mSR-BI] cells, DiI-HDL uptake fluorescence, 3 h; 100 = double the neutral-control signal. activation, % at 12.5 µM. 0.096% of 320,000 active. AID 504775;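 active = mean replicate activation of at least 60% and every replicate at or above 60%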;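 also: 0% = median plate neutral-control signal and 100% = twice that signal; values of inactives mirror those of a sister screen read the other way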
#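 Test system: SR-BI-overexpressing, LDLR-lacking CHO cells; Also added: labelled HDL, 10 µg/mL; Measured by: bottom-read cell fluorescence after medium removal, ex 550/em 595 nm; Timing: 3 h uptake period with compound, 37 °C; Buffer or medium: F12, 0.5% BSA, 25 mM HEPES; Doses: single compound concentration, delivered by pin transfer.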
# Wnt act – Wnt/beta-catenin pathway activation. 1.2% of 300,000 active. activation, % at 9.35 µM. AID 743398. Wnt/beta-catenin reporter cell assay, activator, plate reader; in the data active = activation above about 30%, passing the limit was not always enough;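 also: 0% = neutral control wells and 100% = positive control wells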
# AddAB inh – less growth of phage-infected E. coli with AddAB; 0.29% of 330,000 active; inhibition, % at 11.9 µM; E. coli expressing H. pylori AddAB, absorbance growth; in the data active = inhibition above about 12%;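 also: 0% = vehicle wells of infected cells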
# Ecoli viability – reduces bacterial viability in AddAB counter-screen; 0.27% of 330,000 active; inhibition, % at 11.9 µM; AID 449728; E. coli V3065 growth, OD600 absorbance, 18 h;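 active = inhibition above the campaign's mean inhibition across all tested compounds plus 3 SD, cut at about 9.9% in these data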;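 also: uninfected addAB+ strain grown without phage in ampicillin broth; 0% = DMSO wells and 100% = ciprofloxacin 0.95 µg/ml wells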
# CAL PDZ FP-1 – inhibitors of human CAL PDZ peptide binding. AID 504414. 0.02% of 330,000 active. inhibition, % at 20 µM. purified CAL PDZ, TMR-peptide fluorescence polarization, 1 h;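 active = highest replicate inhibition of at least 40%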;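 also: plate controls were DMSO neutral control wells for no effect and unlabeled competitor peptide control wells for full effect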
#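 System: tagged CAL PDZ domain. Schedule: 1 h room-temperature incubation prior to read. Signal: fluorescence polarization (mP). Measure: percent inhibition from loss of millipolarization.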
# SR-BI DiI inh – mouse SR-BI HDL lipid transfer inhibition | Q61009 | ldlA[mSR-BI] CHO cells, DiI-HDL uptake fluorescence, 3 h | inhibition, % at 12.5 µM | 0.96% of 320,000 active | AID 488896;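 active = mean replicate inhibition of at least 70% and a set share of replicates each scoring 70 or more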;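 also: 0% = median of neutral control wells and 100% = median of positive control wells; values of inactives mirror those of a sister screen read the other way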
# Target sequence (Q61009 whole entry, looked up): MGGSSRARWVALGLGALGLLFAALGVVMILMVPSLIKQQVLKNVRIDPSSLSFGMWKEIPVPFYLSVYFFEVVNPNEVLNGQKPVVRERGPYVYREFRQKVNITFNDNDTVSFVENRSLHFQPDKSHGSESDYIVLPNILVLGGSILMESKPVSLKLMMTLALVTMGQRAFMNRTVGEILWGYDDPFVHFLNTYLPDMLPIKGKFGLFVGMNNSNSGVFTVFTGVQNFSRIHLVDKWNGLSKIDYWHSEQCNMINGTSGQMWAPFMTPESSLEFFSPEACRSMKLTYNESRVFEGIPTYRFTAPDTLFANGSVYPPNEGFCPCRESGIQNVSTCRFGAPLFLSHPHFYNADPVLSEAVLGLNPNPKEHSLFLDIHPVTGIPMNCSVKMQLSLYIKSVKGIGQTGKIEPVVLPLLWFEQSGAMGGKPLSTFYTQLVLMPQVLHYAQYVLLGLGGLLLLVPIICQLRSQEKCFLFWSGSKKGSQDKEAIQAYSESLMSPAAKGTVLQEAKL
# Tat transport – inhibitors of E. coli Tat protein transport. E. coli MC4100 TorA-mCherry Tat export, fluorescence. inhibition, % at 10 µM. 0.036% of 340,000 active. AID 488895;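 active = mean replicate inhibition at least 50% and at least half of replicates individually reaching 50%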;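 also: exported cargo escapes ClpAP degradation while cytoplasmic cargo is degraded and loses fluorescence; 0% = median of neutral control wells and 100% = median of NaSCN control wells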
# CAL PDZ FP-2 – inhibitors of human CAL PDZ peptide binding. purified CAL PDZ, TMR-peptide fluorescence polarization, 1 h. inhibition, % at 24.9 µM. 0.92% of 300,000 active. AID 602252;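 active = mean inhibition of at least 30% with at least half of replicates also reaching 30%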;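 also: 0% = DMSO neutral control and 100% = excess unlabeled competitor peptide PRC23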
# MITF act – activators of MITF-driven TRPM1 promoter activity in SK-MEL-5 cells; SK-MEL-5 TRPM1-promoter luciferase, 24 h; % of positive control, neutral wells = 0; activation, % at 12.5 µM; 0.75% of 300,000 active;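 active = mean activation of at least 80% with every replicate also reaching 80%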;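 also: 0% = neutral control wells and 100% = parthenolide positive control wells; values of inactives mirror those of a sister screen read the other way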
# An asterisk follows results filed as active; · = not tested or not shown.
SMILES,phage Ecoli inh,SR-BI uptake up,Wnt act,AddAB inh,Ecoli viability,CAL PDZ FP-1,SR-BI DiI inh,Tat transport,CAL PDZ FP-2,MITF act
O=C(CN(c1ccccc1)S(=O)(=O)c1ccccc1)NCCSc1nc2ccccc2s1,2.0,25,·,-1.7,-0.7,·,-25,-1,-3,-7
COc1ccc(C(C)C)cc1S(=O)(=O)N1CCC(C(=O)NCC2CCCO2)CC1 (centres undefined),-2.9,14,-1,0.0,-2.0,-2.9,-14,0,-4,0
COc1cc(OC)cc(C(=O)NC(=S)NCCc2ccccc2)c1,2.6,-11,-1,0.1,-0.7,-1.0,11,-3,1,6
COC(=O)c1c(NC(=O)C(=O)N2CCOCC2)sc2c1CCC2,1.4,-27,-3,4.4,-0.1,-2.7,27,1,-21,1
O=c1[nH]c(=O)n(Cc2ccccc2)c2nc(-c3ccco3)cc(C(F)(F)F)c12,2.9,15,·,4.2,2.0,-1.7,-15,0,-7,5
CC1C/C(=N\NC(N)=S)c2cc(Cl)ccc2S1 (centres undefined),0.8,-80,0,-1.2,-2.5,-0.2,80*,-7,·,·
CCc1ccccc1NS(=O)(=O)c1ccc(OC)c2ncccc12,3.0,-6,-1,1.0,-1.8,-1.2,6,-10,-16,-39
CCCn1c(=S)[nH]c2cc(C(=O)N3CCc4ccccc4C3)ccc2c1=O,5.1,16,-2,4.0,3.7,-1.8,-16,-6,0,-12
COc1ccc(CCNC(=O)COC(=O)c2ccccc2NCCO)cc1OC,1.0,-6,2,-0.3,-1.6,-2.0,6,-1,1,-3
O=C(Cc1cccs1)N/N=C/c1ccccn1,-1.4,1,5,0.7,-2.6,-0.5,-1,8,·,·
CC(C)NS(=O)(=O)c1ccc(NC(=O)C(C)OC(=O)CCC2CCCCC2)cc1 (centres undefined),2.9,6,0,·,·,0.1,-6,6,·,-23
Cc1ccc(NC(=O)CCC(=O)NNC(=O)Cc2ccccc2)cc1C,-2.6,-11,·,3.6,-1.4,-3.2,11,5,-9,-2

# Part of the list above, with tabs.
SMILES	phage Ecoli inh	SR-BI uptake up	Wnt act	AddAB inh	Ecoli viability	CAL PDZ FP-1	SR-BI DiI inh	Tat transport	CAL PDZ FP-2	MITF act
O=c1[nH]c(=O)n(Cc2ccccc2)c2nc(-c3ccco3)cc(C(F)(F)F)c12	2.9	15	·	4.2	2.0	-1.7	-15	0	-7	5
CCc1ccccc1NS(=O)(=O)c1ccc(OC)c2ncccc12	3.0	-6	-1	1.0	-1.8	-1.2	6	-10	-16	-39
CCCn1c(=S)[nH]c2cc(C(=O)N3CCc4ccccc4C3)ccc2c1=O	5.1	16	-2	4.0	3.7	-1.8	-16	-6	0	-12
Cc1ccc(NC(=O)CCC(=O)NNC(=O)Cc2ccccc2)cc1C	-2.6	-11	·	3.6	-1.4	-3.2	11	5	-9	-2
COc1ccc(C(C)C)cc1S(=O)(=O)N1CCC(C(=O)NCC2CCCO2)CC1 (centres undefined)	-2.9	14	-1	0.0	-2.0	-2.9	-14	0	-4	0

# More results follow:
SMILES,phage Ecoli inh,SR-BI uptake up,Wnt act,AddAB inh,Ecoli viability,CAL PDZ FP-1,SR-BI DiI inh,Tat transport,CAL PDZ FP-2,MITF act
COC(=O)c1ccc(CN2C(=O)NC3(CCC(C)CC3)C2=O)o1 (centres undefined),2.9,-14,-1,4.8,4.3,-0.1,14,-1,·,·
CCCC(=O)NC(=S)Nc1cccc(Cl)c1N1CCCC1,-0.9,-41,-2,-0.8,0.1,0.4,41,-11,-2,-4
Cc1ccc(OCCSc2nc3ncnc(N)c3[nH]2)cc1,3.5,2,-1,0.0,0.9,-0.9,-2,0,·,0
CC(=O)c1ccc(OC(=O)C2CC(=O)N(c3cccc(C)c3)C2)cc1 (centres undefined),0.8,4,·,2.6,-1.1,·,-4,4,-1,7
O=C(Nc1ccc(F)cc1)c1cccnc1NCCc1ccccc1,4.3,-22,9,-1.7,0.0,0.8,22,2,-3,-9
COc1ccc(C(=O)NCC(c2ccco2)N(C)C)cc1S(=O)(=O)NCc1ccc(Cl)cc1 (centres undefined),2.2,3,0,-1.1,-1.1,1.3,-3,3,0,·
O=C(C[C@@H]1C/C=C/CC[C@H](Cc2ccc(F)cc2)C(=O)O[C@H](c2ccccc2)CNC1=O)NCCO,1.6,8,2,0.6,-0.3,-0.6,-8,-5,1,3
C[C@H](CO)N1C[C@H](C)[C@@H](CN(C)Cc2ccc(Cl)c(Cl)c2)Oc2ccc(NC(=O)Cn3cnnn3)cc2C1=O,-0.2,5,-2,0.8,-3.4,-0.1,-5,4,-3,16
CCCOc1ccc(N2C(=O)CC(N(CCC)C(=O)CCC(=O)O)C2=O)cc1 (centres undefined),0.0,1,-2,6.3,1.5,·,-1,-1,-4,-13
C=CCOC(=O)C1=C(C)NC(SCC(=O)Nc2ccccc2)=C(C#N)C1c1ccco1 (centres undefined),1.6,-18,1,3.0,-0.1,1.2,18,0,-3,0
CCCCn1c(N)c(N(CC(C)C)C(=O)C2CCN(C(=O)c3ccc(F)cc3)CC2)c(=O)[nH]c1=O,0.7,·,0,-0.9,-0.2,-2.0,-21,2,-5,-5
O=S(=O)(c1ccc(Cl)c(F)c1)N1CCC(c2nc(-c3ccncc3)no2)CC1,-0.6,-13,·,-0.2,-2.4,-2.4,13,-4,·,3
Cc1nn(C)c(C(=O)N/N=C/c2ccncc2)c1Cl,2.6,17,0,1.2,0.0,-1.5,-17,0,0,10
COC(=O)Cc1ccc(O)c(N)c1,3.6,5,1,1.5,0.6,-2.5,-5,-7,-2,6
CCC(=O)NC(=S)NNC(=O)COc1ccc(Br)cc1,1.8,2,1,-0.8,-0.4,-2.0,-2,-1,-2,-1
CC1=C(C(=O)OCc2ccccc2)C(c2ccc(C(C)(C)C)cc2)NC(=O)N1CCCCCC(=O)O (centres undefined),3.5,9,0,-0.4,-1.5,-0.1,-9,3,0,4
O=C1C2C3C=CC(C3)C2C(=O)N1Nc1c(Cl)cc(Cl)cc1Cl (centres undefined),4.5,-5,-7,4.2,1.6,-1.5,5,-7,-4,3
CCCCN(C)CCN1C(=O)C2C(C(=O)Nc3ccc(C)cc3)C3C=CC2(O3)C1C(=O)NC1CCCCC1 (centres undefined),1.5,·,-3,4.6,0.1,-0.1,·,-15,-1,-7
CCSc1nc2ccccc2n1CC(=O)N1CCCCC1,2.6,29,-2,-1.0,0.0,-1.0,-29,7,-1,-3
COC(=O)c1cccc(S(=O)(=O)N2CCC(NC(=O)Nc3cccc(F)c3)CC2)c1,3.2,-3,-2,2.1,-2.2,1.3,3,-11,0,-23
CCOC(=O)c1ccc(OCC(=O)c2ccc(O)cc2O)cc1,0.7,14,·,-2.8,2.9,-1.7,-14,2,-3,3
O=C(COC(=O)c1cccc(O)c1)c1ccccc1,4.7,-12,53*,-1.0,-0.6,-2.0,12,2,-4,79
Cc1ccc(OCCn2cc(Br)c(=O)[nH]c2=O)cc1,3.1,-2,-3,-1.3,-0.7,-2.5,2,-9,-1,·
CCOC(=O)c1ccccc1NS(=O)(=O)c1ccc(C)cc1,2.2,-29,-2,-0.7,-0.2,-2.3,29,0,-1,·
CCOc1cc(N2CCOCC2)c(OCC)cc1NC(=O)c1ccc(C)cc1,-1.1,-26,-1,0.5,-0.2,-1.4,26,0,-1,6
CC1=C(C(=O)OC(C)(C)C)C(c2cccs2)NC(=O)N1 (centres undefined),3.3,-3,0,0.7,1.1,-0.6,3,-7,0,0
Cc1ccc(OC(C)C(=O)Nc2ccccc2C(=O)N2CCOCC2)cc1 (centres undefined),-0.3,6,0,0.0,-0.2,-1.7,-6,-3,-4,10
CCCN1CCN(CCCNC(=O)CN2C(=O)c3cccnc3Oc3ccc(Cl)cc32)CC1,-0.3,21,-1,3.5,2.7,-0.6,-21,1,1,-9
COc1cc(OC)c(NC(=O)C2CCN(S(=O)(=O)c3ccc4c(c3)CC(C)N4C(C)=O)CC2)cc1Cl (centres undefined),-0.7,-42,-5,2.9,0.8,-0.8,42,4,·,-7
Cn1c(=N)n(CC(=O)C(C)(C)C)c2ccccc21,0.3,42,-2,3.7,1.3,-1.1,-42,9,2,29
COc1ccc(/C(C)=N/OCC(=O)N=Nc2c(O)[nH]c3ccc(Br)cc23)cc1,0.2,21,·,1.6,0.1,-2.2,-21,0,-4,5
c1ccc(C2Nc3cccc4cccc(c34)N2)cc1,3.3,-20,-2,1.2,-3.6,2.4,20,-14,1,·
Cc1ccc(S(=O)(=O)N2CCC(C(=O)N3Cc4ccccc4C3)CC2)cc1,1.6,-8,·,-1.4,-1.6,-1.3,8,33,-1,7
CC1=Nc2ncnn2C(c2ccccc2)/C1=N\O (centres undefined),0.0,16,-1,0.1,2.6,-1.3,-16,0,-2,3
Cc1cc(C)c(S(=O)(=O)n2c([N+](=O)[O-])cnc2C)cc1C,3.8,18,-2,-0.2,-0.1,-2.1,-18,0,-1,-7
COC(=O)COc1ccc2oc(=O)cc(-c3cc4cccc(OC)c4o3)c2c1,0.9,37,-1,-0.8,-1.1,-2.0,-37,-7,-3,5
CC1Cc2ccccc2N1C(=O)CSc1nnc(-c2ccc(S(=O)(=O)N3CCCC3)cc2)o1 (centres undefined),2.6,-11,-4,2.2,1.4,-6.5,11,-9,-3,-5
C=CCOC1=CS(=O)(=O)N(Cc2ccc(Br)cc2)c2ccc(Br)cc21,1.8,-26,-5,0.7,0.4,0.3,26,0,0,-12
[2H]C(CCOS(N)(=O)=O)c1ccc(C(C)(C)C)cc1 (centres undefined),2.1,6,4,4.5,0.8,0.4,-6,3,2,-83
C[C@H](CO)N1C[C@H](C)[C@@H](CN(C)S(=O)(=O)c2ccc(F)cc2)Oc2ccc(NC(=O)CCN3CCOCC3)cc2C1=O,1.8,51,3,2.2,-3.6,-0.6,-51,2,-4,-5
CCN1C(=NCCc2ccc([N+](=O)[O-])cc2)N[C@@H](c2ccccc2)[C@H](C(=O)OC)[C@H]1C,3.1,-10,-2,1.8,-0.4,1.1,10,-1,-1,16
Cc1cc(C(=O)N/N=C/c2ccc[nH]2)no1,2.8,-2,-2,4.0,1.4,-0.6,2,1,-2,0
Cn1cnc2c(oc3ccccc32)c1=O,3.2,11,-4,4.3,0.7,0.5,-11,-8,-2,3
CN(C)CCCC1(O)c2ccccc2CCc2ccccc21,5.7,1,-2,0.0,-5.3,·,-1,1,-4,5
Cc1ccc(-c2nn(-c3ccccc3)cc2C(=O)NCC2CCCO2)cc1 (centres undefined),3.7,-1,9,-0.5,0.7,-2.4,1,5,-6,22
COc1ccccc1CNC(=O)C1CCC(CNS(=O)(=O)c2ccc(NC(C)=O)cc2)CC1 (centres undefined),0.5,-18,-1,0.4,2.4,-0.8,18,5,8,-8
CCOC(=O)N1CCN(CC(O)COc2ccc3c(c2)CCC3)CC1 (centres undefined),-0.9,-4,-3,0.4,0.5,-0.5,4,4,0,-2
CCOc1ccc(CCNC(=O)c2cc(C)on2)cc1OCC,0.9,2,0,4.0,0.9,0.1,-2,-5,-3,8
Cc1ccc(COc2ccc(C)nc2[N+](=O)[O-])cc1,2.9,14,15,7.4,4.0,0.5,-14,-2,·,·
CCCc1cc(=O)[nH]c(SCC(=O)Nc2ccc(OC(F)F)cc2)n1,5.2,12,·,3.2,-2.7,·,-12,-12,-10,-8
